Assay outcomes deposited in PubChem by Johns Hopkins Ion Channel Center.
CHT inh: inhibitors of human choline transporter CHT; High affinity choline transporter 1 (Homo sapiens), Q9GZV3; CHT-expressing cells, membrane potential dye, choline response; hits give low values; B-score at 10 µM; 0.86% of 310,000 active; AID 488975, 2010;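 active = B-score over 3 SD under the library average, and starting fluorescence ratio not unusually high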;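 note: choline stimulus applied at its EC90 after an EC20 pre-addition; B-score computed on integrated fluorescence ratio after choline addition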
Target sequence (Q9GZV3 whole entry, looked up): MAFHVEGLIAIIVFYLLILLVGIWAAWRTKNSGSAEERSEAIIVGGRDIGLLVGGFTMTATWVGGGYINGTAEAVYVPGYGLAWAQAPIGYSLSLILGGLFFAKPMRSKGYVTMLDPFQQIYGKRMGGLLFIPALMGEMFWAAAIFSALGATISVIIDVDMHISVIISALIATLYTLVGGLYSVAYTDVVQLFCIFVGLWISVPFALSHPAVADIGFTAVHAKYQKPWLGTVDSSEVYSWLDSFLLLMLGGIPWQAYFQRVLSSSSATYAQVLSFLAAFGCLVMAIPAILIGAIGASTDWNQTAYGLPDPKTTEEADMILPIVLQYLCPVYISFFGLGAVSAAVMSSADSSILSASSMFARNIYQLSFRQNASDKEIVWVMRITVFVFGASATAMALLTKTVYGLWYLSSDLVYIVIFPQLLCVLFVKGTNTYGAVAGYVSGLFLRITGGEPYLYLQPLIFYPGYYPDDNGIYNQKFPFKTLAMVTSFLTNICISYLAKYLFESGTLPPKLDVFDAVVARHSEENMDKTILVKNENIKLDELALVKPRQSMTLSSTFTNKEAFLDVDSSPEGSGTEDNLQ
CHT allo act: CHT positive allosteric modulators, primary screen, cell-based, membrane potential dye, choline EC20; 0.49% of 310,000 active; B-score at 10 µM; CHT-expressing cells; hits give high values; LV-AA mutant CHT in HEK293 cells;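 active = initial fluorescence not abnormally high and integrated response B-score, plate-corrected, over 3 SD above library mean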
Starred values were filed as active, the others as inactive; i = inactive. Hits appear at their usual frequency; overall some 1.4% were active at least once.

#	Compound	CHT inh	CHT allo act
1	COc1ccccc1OC(C)C(=O)Nc1ccccc1C(=O)NCC1CCCO1 (stereo not given)	i	i
2	Cc1cc(C)nc(OC(C(=O)O)C(OCC(C)C)(c2ccccc2)c2ccccc2)n1 (stereo not given)	i	i
3	CN1CCN(c2nc(-c3ccccn3)nc3ccccc23)CC1	i	9.1*
4	CCOc1ccc(Br)cc1S(=O)(=O)Nc1nc(CN2CCOCC2)nc2sc(C)c(C)c12	i	i
5	COc1ccccc1Cc1nnnn1CC(=O)O	i	i
6	O=C(Nc1cccc(C(F)(F)F)c1)c1cc(S(=O)(=O)N2CCCCC2)ccc1N1CCOCC1	i	i
7	CCc1ccc(CCN2C(=O)c3ccccc3C2=O)nc1	i	i
8	CCc1nccn1S(=O)(=O)c1cccc([N+](=O)[O-])c1	i	i
9	COc1cccc(C(=O)NC2CCNCC2)c1	i	i
10	COc1ccc(CNC(=O)C(c2ccc(C)cc2)N(Cc2cccs2)C(=O)c2ccc3c(c2)OCCO3)cc1 (stereo not given)	i	i
11	Cc1ccc(NC(=O)Nn2cnnc2)cc1Cl	i	i
12	CCOC(=O)c1c(C)c(C(=O)NCc2cccnc2)c(C)n1CC	i	i
13	CS(=O)(=O)N1CCN(Cc2cc(=O)n3ccsc3n2)CC1	i	i
14	O=C(NCc1ccc2c(c1)OCO2)c1ccc(CN2CCOCC2)cc1	i	i
15	CCOCC(=O)Nc1c(C(=O)Nc2ccc(OC)cc2OC)oc2ccccc12	i	i
16	COc1ccc(-c2cc(-c3ccc(OC)cc3)[nH]n2)cc1	i	i
17	O=C(O)CC1CCC(=C(Cl)Cl)C1 (stereo not given)	i	i
18	CCN(Cc1cc2cc(C)ccc2[nH]c1=O)C(=O)c1cccc(OC)c1	i	i
19	Nc1nnc(SCC(=O)Nc2ccc(Cl)c(C(=O)O)c2)s1	i	i
20	O=C(Cc1ccccn1)c1ccc(Cl)cc1	i	i
21	CCOC(=O)C/C(=N\Nc1ncnc2ccccc12)c1ccccc1	i	i
22	CCc1ccc(/C=C2/SC(=S)N(CCC(=O)NCCCN3CCOCC3)C2=O)cc1	i	i
23	CCOC(=O)CNC(=O)CSc1nnc(Cn2c(=O)sc3ccccc32)n1-c1ccccc1C	i	i
24	O=C1C(Cl)=C(Nc2ccccc2)C(=O)c2ccccc21	i	i
25	CC(OC(=O)Cc1c[nH]c2ccccc12)C(=O)Nc1ccc(S(N)(=O)=O)cc1 (stereo not given)	i	i
26	COC(=O)C(O)(CC(=O)Nc1ccc(OC)cc1)C(F)(F)F (stereo not given)	i	i
27	COc1cc2c(cc1OC)[C@@H](Cc1ccc(OCCC#N)cc1)N(C)CC2	i	i
28	CCC(C)NC(=O)c1cn(CC)c2cc(N3CCN(C(=O)c4ccco4)CC3)c(F)cc2c1=O (stereo not given)	i	i
29	O=C(c1ccc(F)cc1)C1CCN(C(=O)Nc2ccc(F)cc2)CC1	i	i
30	COc1ccc(CCNS(=O)(=O)c2ccc(C3CNC(=O)C3)cc2)cc1OC (stereo not given)	i	i
31	CC(=O)Nc1ccc(NC(=O)C2CCCN2S(=O)(=O)c2cccc(C(F)(F)F)c2)cc1 (stereo not given)	i	i
32	Cn1c(SCC(=O)NCc2ccccc2)ncc(C(=O)Nc2ccccc2)c1=O	i	i
33	Cc1ccc(NC(=O)N(CCCN2CCOCC2)Cc2cc3cc4c(cc3[nH]c2=O)OCO4)cc1	i	i
34	CCOc1cc(C(=O)NCc2ccc(C)cc2)ccc1OCC(=O)N1CCOCC1	i	i
35	O=C(/C=C/Nc1ccc(F)cc1F)c1ccco1	i	i
36	CC(CCc1ccccc1)NC(=O)/C=C/c1ccc(Cl)cc1 (stereo not given)	i	i
37	COc1cccc(-n2c(CN3CCN(c4ccccc4)CC3)nc3ccc([N+](=O)[O-])cc3c2=O)c1	i	i
38	CCN1C(=NCC2CC2)N[C@@H](c2cccc(C(F)(F)F)c2)C(C(=O)OC)=C1C	i	11*
39	O=S(=O)(Nc1ccc(F)cc1)N1CCCCCC1	i	i
40	COc1ccc(OCC(=O)Nc2ccc(S(=O)(=O)N3CCCCC3)cc2)cc1	i	i
41	CC(=O)NC(=S)Nc1ccc(N2CCOCC2)c(S(=O)(=O)Nc2cc(Cl)ccc2Cl)c1	i	i
42	CCN(C(=O)c1cc2ccccc2oc1=O)c1cccc(C)c1	i	i
43	CS(=O)(=O)Nc1ccccc1Oc1ccccc1	i	i
44	CC#CC[N+](C)(CC#CC)CC(=O)c1ccccc1	i	i
45	CCc1ccccc1NC(=O)CNC(=O)c1cccc(S(=O)(=O)N2CCN(Cc3ccccc3)CC2)c1	i	i
46	Cc1c(Cc2ccccc2)c(=O)oc2cc(OCC(=O)N[C@@H](Cc3ccccc3)C(=O)O)ccc12	i	i
47	O=C(COC(=O)c1cccc(S(=O)(=O)N2CCCC2)c1)NCc1ccccc1	i	i
48	CS(=O)(=O)N1CCN=C1SCc1ccc(Br)cc1	i	i
49	O=C(NCC1CCCO1)C1CCCCN1S(=O)(=O)c1ccc(F)cc1 (stereo not given)	i	i
50	Cc1cc(C2C(C#N)=C(N)OC3=C2C(=O)CC(C)(C)C3)c(C)s1 (stereo not given)	i	i
51	Cc1ccc(Nc2oc(C)nc2C#N)cc1	i	i
52	O=C(N/N=C\c1ccc2c(c1)OCO2)c1ccc(Cn2cc(Br)c([N+](=O)[O-])n2)o1	i	i
53	CCOc1ccc(N2CC(C(=O)NCCc3c[nH]c4ccc(C)cc34)CC2=O)cc1 (stereo not given)	i	i
54	COc1ccc2cc(C(c3nnnn3CC3CCCO3)N3CCOCC3)c(=O)[nH]c2c1 (stereo not given)	i	i
55	CCOc1ccccc1CN1CCCC(CNS(=O)(=O)c2ccc(OC)cc2)C1 (stereo not given)	i	i
56	COc1ccc(C2CC(c3ccc4ccccc4c3)=NN2C(=O)CN2CCC(C(N)=O)CC2)cc1 (stereo not given)	i	i
57	Cc1ccc(-n2c(C)nnc2SCC(=O)NC2CC2)cc1	i	i
58	CCOC(=O)C1CCN(C(=O)NC23CC4CC(CC(C4)C2)C3)CC1	i	i
59	O=C(COc1ccc([N+](=O)[O-])cc1)Nn1cnnc1	i	i
60	Cc1cc(=O)n2nc(N3CCC(C(=O)NCC(C)c4ccccc4)CC3)sc2n1 (stereo not given)	i	i

Continuation.
#	Compound	CHT inh	CHT allo act
61	Cc1ccccc1CN1CCN(C(=O)c2cc(-c3ccncc3)nc3ccccc23)CC1	i	i
62	CCN(CC)c1ncnc2c1[nH]c1ccccc12	-6.6*	i
63	COc1ccccc1NC(=S)NCCc1ccc(F)cc1	i	i
64	O=C(c1ccc(S(=O)(=O)c2ccc(Cl)cc2)cc1)N1CCOCC1	i	i
65	Cc1cc(C)cc(NC(=O)C2CCN(C(=O)c3cccs3)CC2)c1	i	i
66	CCN(C(=O)COC(=O)c1ccccc1Cc1ccccc1)C1CCS(=O)(=O)C1 (stereo not given)	i	i
67	CC1(C)c2[nH]c3ccccc3c2C[C@H]2C(=O)N(CCCO)CC(=O)N21	i	i
68	CCN(CC)CCNC(=O)c1ccc(NC(=O)c2cc(-c3ccco3)nc3ccccc23)cc1	i	i
69	CCc1ccc(C(N)=S)cc1	i	i
70	Cc1ccc(S(=O)(=O)CCSc2cccc(C(=O)Nc3ccccc3C(=O)O)c2)cc1	i	i
71	O=c1nc(Nc2ccccc2)oc2ccccc12	i	i
72	COc1ccc(-c2cc(C)no2)cc1S(=O)(=O)N1CCN(c2ccccc2F)CC1	i	i
73	Cc1cc(N2C(=O)C(O)=C(C(=O)c3cc4ccccc4o3)C2c2ccc(Cl)cc2)no1 (stereo not given)	i	i
74	CCCc1cc(=O)[nH]c(SCc2nc3ccccc3s2)n1	-5*	i
75	COc1ccccc1CNC(=O)C/C(C)=N/NC(=O)Cc1ccccc1	i	i

Shown with one line to a screen: entries from further up.
#64 O=C(c1ccc(S(=O)(=O)c2ccc(Cl)cc2)cc1)N1CCOCC1
#65 Cc1cc(C)cc(NC(=O)C2CCN(C(=O)c3cccs3)CC2)c1
#66 CCN(C(=O)COC(=O)c1ccccc1Cc1ccccc1)C1CCS(=O)(=O)C1 (stereo not given)
#67 CC1(C)c2[nH]c3ccccc3c2C[C@H]2C(=O)N(CCCO)CC(=O)N21
#68 CCN(CC)CCNC(=O)c1ccc(NC(=O)c2cc(-c3ccco3)nc3ccccc23)cc1
#69 CCc1ccc(C(N)=S)cc1
Compound | 64 | 65 | 66 | 67 | 68 | 69
CHT inh | i | i | i | i | i | i
CHT allo act | i | i | i | i | i | i

Continuation:
#	Compound	CHT inh	CHT allo act
76	O=C(O)CC1(CC(=O)Nc2cccc(C(=O)O)c2)CCCC1	i	i
77	Cc1cc(=O)n2[nH]c(NCc3ccccc3F)nc2n1	i	i
78	Cc1cccc(Cl)c1NC(=O)N1CCN(c2ccnc3cc(Cl)ccc23)CC1	i	i
79	COc1ccc(Oc2ccc(-c3ccn[nH]3)cc2)cc1	i	i
80	O=C(C1CC1)N1CCN(c2ccnc3cc(Cl)ccc23)CC1	i	7.3*
81	O=C(O)c1ccc(OCc2cn3ccccc3n2)cc1	i	i
82	O=C(Cc1ccc(Cl)cc1)Nc1ccc(-c2cc3ccccc3oc2=O)c(Cl)c1	i	i
83	COc1ccc(NC(=O)CCN2CCOCC2)c(OC)c1	i	i
84	CC(=O)c1cccc(NC(=O)N2CCCC2C(=O)NC2CCCC2)c1 (stereo not given)	i	i
85	CS(=O)(=O)c1ccc(CNC(=O)C2(C(F)(F)F)CC(CCCO)CCCO2)cc1 (stereo not given)	i	i
86	Cc1ccc(-n2cc(CNC(C)c3cnn(C)c3)c(-c3ccc(F)cc3)n2)cc1 (stereo not given)	i	i
87	COc1ccc(/C=C(\NC(=O)c2ccc(OC)cc2)C(=O)Nc2ccc(C(=O)O)cc2)cc1	i	i
88	COc1ccc(OC)c(NC(=O)c2nc(S(=O)(=O)Cc3ccccc3)ncc2Cl)c1	i	i
89	Cc1ccc2nc(NC(=O)c3ccc(NS(=O)(=O)c4cccs4)cc3)sc2c1	i	i
90	O=c1c2cnn(-c3ccc(F)cc3)c2ncn1Cc1ccc(F)cc1	i	i
91	Oc1sc(C=Nc2ccccc2)c2ccccc12	i	i
92	COc1ccc(S(=O)(=O)N2CCOC2CNC(=O)C(=O)NCCCN2CCOCC2)cc1 (stereo not given)	i	i
93	COC(=O)CSc1nc2sc(C)c(C)c2c(=O)n1C	i	i
94	COc1ccc(C(=O)Nc2ccc(NC(=O)C3CC3)cn2)cc1	i	i
95	Cc1cc(C(=O)CN2C(=O)C(=O)N(Cc3ccccc3)C2=O)c(C)n1-c1ccccc1F	i	i
96	COc1ccc(/C=C2\SC(=N)N(c3ccc(F)cc3)C2=O)cc1	i	i
97	CCOCCCNC(=O)C1CCCN1S(=O)(=O)c1ccc(Cl)cc1 (stereo not given)	i	i
98	COc1ccc(/C=N/NC(=O)C2c3ccccc3-c3ccccc32)cc1	i	i
99	COc1ccc([N+](=O)[O-])cc1N(CC(=O)Nc1ccccc1C(=O)N1CCOCC1)S(C)(=O)=O	i	i
100	Cc1nnc(SCC(=O)NC(C)(C)C)n1NCc1ccc(N(C)C)cc1	i	i
101	Cc1ccc(C(=O)N/C(=C\c2cn(C)c3ccccc23)C(=O)OCCN(C)C)cc1	i	i
102	CCOC(=O)c1[nH]c2ccc(F)cc2c1NC(=O)c1cc(OC)c(OC)c(OC)c1	i	i
103	COc1ccc(C)cc1NC(=O)CN1C(=O)COc2ccc(S(=O)(=O)N3CCCCCC3)cc21	i	i
104	O=[N+]([O-])c1ccccc1-n1cnc2ccccc21	i	i
105	COc1ncccc1-c1nnn(-c2ccc(Cl)c(Cl)c2)n1	i	i
106	Cc1ccc(NN2C(=O)C=C(c3ccc(Cl)cc3)C2=O)cc1	i	i
107	COC1=C(Nc2ccccc2)C(=O)c2ccccc2C1=O	i	i
108	O=C(NCC1COc2ccccc2O1)c1ccc(Br)s1 (stereo not given)	i	i
109	CS(=O)(=O)N(CC(=O)N1CCN(c2ccccc2F)CC1)c1cc(C(F)(F)F)ccc1Cl	i	i
110	Cc1ccc(C)c(S(=O)(=O)N2CCCOC2CNC(=O)C(=O)NCc2ccco2)c1 (stereo not given)	i	i
111	Cc1cccc(C)c1NC(=O)C(NC(=O)c1ccccn1)c1ccccc1[N+](=O)[O-] (stereo not given)	i	i
112	O=C(CNC(=O)c1ccco1)N=Nc1c(O)[nH]c2ccc(Br)cc12	i	i
113	CCCC(=O)OCC(=O)Nc1cc(C(C)(C)C)nn1-c1ccccc1	i	i
114	COc1cccc(OC)c1C(=O)N1CCN(S(=O)(=O)c2ccccc2)CC1	i	i
115	NS(=O)(=O)c1ccc(NC(=O)c2cc(-c3cc(Cl)ccc3O)n[nH]2)cc1	i	i
116	Cc1ccc(C)c(NCC(=O)c2ccc(Cl)cc2)c1	i	i
117	CC(=O)Nc1ccc(S(=O)(=O)c2cc(O)ccc2O)cc1	i	i
118	Cn1c(-c2cc3c(C(F)(F)F)nn(C)c3s2)n[nH]c1=S	i	i
119	CCOC(=O)C(=CNc1cc(C)ccc1[N+](=O)[O-])C(=O)OCC	i	i
120	COc1ccc(NC2CCCN(C(=O)CSc3ccccc3)C2)cc1OC (stereo not given)	i	i
121	O=C1CS/C(=N/N=C/c2cccs2)N1Cc1ccc(F)cc1	i	i
122	COc1ccc(C2Nc3ccccc3C(=O)N2c2ccc(F)cc2)cc1Cn1nnc2ccccc21 (stereo not given)	i	i
123	COc1ccc(-c2csc(/C(C#N)=C/Nc3ccc4c(c3)OCCO4)n2)cc1	i	i
124	O=C(NCc1ccccc1)c1cccc(F)c1F	i	i
125	Cc1ccc(S(=O)(=O)N(C)C)cc1NC(=O)COC(=O)c1ccc2c(c1)NC(=O)CS2	i	i
126	Cc1cccc(NC(=O)c2ccc(C)c(S(=O)(=O)N3CCCCC3)c2)n1	i	i
